NadD inh – blocks S. aureus nicotinate mononucleotide adenylyltransferase; purified NadD enzyme, colorimetric absorbance read-out; inhibition, % at 20 µM; actives 0.78% (n = 360,000); in the data active = inhibition above about 26%; also: some compounds past the cut are filed as inactive
Rpn11 block – Rpn11 (human) deubiquitinase inhibition. AID 588493. human 26S proteasome, Ub4-pepOG fluorescence polarization; 20S core pre-blocked with epoxomicin. calls only at 20 µM. actives 0.59% (n = 360,000). O00487;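 active = inhibition at 20 µM, scaled to each plate's controls, above about 33%, limit read from the data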
Target sequence (O00487 whole entry, looked up): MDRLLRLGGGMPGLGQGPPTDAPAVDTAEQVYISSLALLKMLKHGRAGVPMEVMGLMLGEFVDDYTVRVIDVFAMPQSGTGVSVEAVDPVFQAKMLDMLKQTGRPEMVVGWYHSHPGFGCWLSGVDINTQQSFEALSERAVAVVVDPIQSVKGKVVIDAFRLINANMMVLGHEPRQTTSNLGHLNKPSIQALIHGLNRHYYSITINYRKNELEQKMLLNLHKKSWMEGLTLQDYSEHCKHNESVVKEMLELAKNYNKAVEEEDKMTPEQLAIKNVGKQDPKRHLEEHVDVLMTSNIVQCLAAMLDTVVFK
CSN inh – blocks human CSN-mediated cullin deneddylation | Q92905 | Purified CSN, SCF-Nedd8-OG deneddylation, fluorescence polarization | inhibition, % at 12.5 µM | actives 0.38% (n = 360,000);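 active = pattern-corrected inhibition above about 35%, with an unprinted fluorescence ratio check between 0.5 and 1.5, limit read from the data, passing the limit was not always enough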;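 also: 0% = enzyme with substrate and 100% = substrate without enzyme; some results filed as inactive read as strong as hits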
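Test system: purified human Csn5 enzyme expressed in HEK293T cells. Amount: 0.24 nM enzyme. Reagent: SCFSkp2-Nedd8OG substrate at 10 nM final. Schedule: 90 min incubation of compound, enzyme and substrate at room temperature. Detection: fluorescence polarization. Read-out: % inhibition of substrate cleavage by Csn5.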
MT1-MMP act inh – MT1-MMP (human) activation inhibition. HT1080 RFP-PRO-GFP cells, GFP/RFP ratio fluorescence, overnight; percent of plate control window, DMSO zero. AID 651647. actives 0.061% (n = 360,000). GFP/RFP ratio change, % at 20 µM. P50281;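 active = GFP/RFP ratio change of at least 30% with cell ATP level not reduced by more than half and red fluorescence within 50% of control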; also: strong numbers were not always called active
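Assay system – RFP-PRO-GFP reporter HT1080 cells · Compound dosing – single dose of 20 µM compound, 1% DMSO final · Incubation – overnight compound exposure at 37 °C · Measure – GFP/RFP fluorescence ratio · Benchmarks – DMSO wells and RFP-L50D-GFP cells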
Neddylation inh – blocks human cullin neddylation; calls only at 25 µM; P61081+Q13564; TR-FRET cullin neddylation, biochemical; AID 651699; actives 0.58% (n = 360,000); in the data active = inhibition above about 36%
Target sequence (P61081 whole entry, looked up): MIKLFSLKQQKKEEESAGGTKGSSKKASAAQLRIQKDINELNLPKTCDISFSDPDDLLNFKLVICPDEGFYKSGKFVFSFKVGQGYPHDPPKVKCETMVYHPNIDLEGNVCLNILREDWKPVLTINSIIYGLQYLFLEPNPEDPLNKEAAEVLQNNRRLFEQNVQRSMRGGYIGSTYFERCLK
Target sequence (Q13564 whole entry, looked up): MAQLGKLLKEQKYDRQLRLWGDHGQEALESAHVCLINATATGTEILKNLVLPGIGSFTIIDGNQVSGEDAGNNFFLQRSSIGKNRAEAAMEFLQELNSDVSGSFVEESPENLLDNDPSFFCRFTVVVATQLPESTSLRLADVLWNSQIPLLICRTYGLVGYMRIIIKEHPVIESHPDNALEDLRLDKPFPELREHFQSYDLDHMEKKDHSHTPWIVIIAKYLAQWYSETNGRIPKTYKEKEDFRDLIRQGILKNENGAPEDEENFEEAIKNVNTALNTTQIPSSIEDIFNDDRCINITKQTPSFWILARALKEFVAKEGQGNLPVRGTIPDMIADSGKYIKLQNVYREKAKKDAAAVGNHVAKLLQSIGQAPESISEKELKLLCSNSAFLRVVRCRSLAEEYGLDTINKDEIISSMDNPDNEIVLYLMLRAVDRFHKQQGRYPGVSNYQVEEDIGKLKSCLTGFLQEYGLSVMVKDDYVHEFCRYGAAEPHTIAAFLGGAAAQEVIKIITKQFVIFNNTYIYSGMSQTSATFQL
Rin1 Abl inh – inhibitors of human Rin1-Abl protein interaction | P00519+Q13671 | TR-FRET Rin1/Abl binding, biochemical | inhibition, % at 7.35 µM | actives 0.4% (n = 360,000) | AID 588664; in the data active = inhibition above about 5%, passing the limit was not always enough
SKN-1 inh – blocks SKN-1 activity in C. elegans | inhibition, % at 21.8 µM | C. elegans VP596 Pgst-4::GFP/RFP ratio, acrylamide-induced, 24 h | actives 0.49% (n = 360,000);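 active = interference check ratio from 0.5 to 1.5 plus GFP to RFP signal ratio inhibition reaching or exceeding a fixed threshold, cut at about 30% in these data, passing the limit was not always enough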; also: some compounds called inactive have numbers as strong as hits
PABP1 MLLE inh – blocks PAM2 peptide binding to the PABP1 MLLE domain | P11940 | GST-MLLE / FITC-PAM2 fluorescence polarization | actives 0.36% (n = 360,000) | inhibition, % at 20 µM; in the data active = inhibition above about 35%, passing the limit was not always enough;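 also: plate controls were DMSO wells with GST-MLLE for no effect and wells lacking GST-MLLE protein for full effect; some results filed as inactive read as strong as hits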
FAS-TE inh – blocks the thioesterase domain of human fatty acid synthase | recombinant FAS-TE, OMFH fluorogenic substrate, fluorescence endpoint | inhibition, % at 15 µM | actives 0.67% (n = 360,000);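 active = compounds whose normalised, plate-corrected inhibition of enzyme fluorescence in the single-dose primary screen is 50% or more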;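 also: 0% = DMSO with enzyme and 100% = substrate without enzyme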
Active calls of the source: *; i = inactive; nt = not tested or not shown; + = active, no number. An excerpt (hit frequency here may not be typical).

Start of the listing, in advance:
Values run as follows: NadD inh	Rpn11 block	CSN inh	MT1-MMP act inh	Neddylation inh	Rin1 Abl inh	SKN-1 inh	PABP1 MLLE inh	FAS-TE inh
CN[C@@H](C)[C@@H](O)c1ccccc1
    -4	i	2	-2	i	0	-3	2	0
Cc1c(N=Cc2c(O)n(Cc3ccc(F)cc3)c(=O)[nH]c2=O)c(=O)n(-c2ccccc2)n1C
    4	i	4	2	i	-4	17	-6	-5

Main list, repeating the preview:
Values run as follows: NadD inh	Rpn11 block	CSN inh	MT1-MMP act inh	Neddylation inh	Rin1 Abl inh	SKN-1 inh	PABP1 MLLE inh	FAS-TE inh
CN[C@@H](C)[C@@H](O)c1ccccc1
    -4	i	2	-2	i	0	-3	2	0
Cc1c(N=Cc2c(O)n(Cc3ccc(F)cc3)c(=O)[nH]c2=O)c(=O)n(-c2ccccc2)n1C
    4	i	4	2	i	-4	17	-6	-5
COC(=O)C1=C(c2cccc(OCc3ccccc3)c2)C[C@@H]2CC[C@H]1N2C(=O)NCc1cccc(C(F)(F)F)c1
    -5	i	-6	-5	i	-1	0	0	14
CCOc1ccc(CN(CCCl)CCCl)cc1C(=O)OC
    -2	i	-2	4	i	6	-8	-5	-5
COC(=O)C1=C(c2ccc(S(C)(=O)=O)cc2)C[C@@H]2CC[C@H]1N2C
    -3	i	-2	3	i	-3	-2	-7	-9
CC(=O)c1cn(Cc2ccc(F)cc2)c2ccccc12
    -9	i	0	3	i	-1	-1	-7	4
CC(=O)N(C)CC#CCN1CCC(O)CC1
    0	i	7	-3	i	6	5	4	-13
CC(C)(O)/C=C/C(=O)C(C)(O)C1C(O)CC2(C)C3CC=C4C(C=C(O)C(=O)C4(C)C)C3(C)C(=O)CC12C (centres undefined)
    -3	i	5	-40	i	3	-8	-14	-6
CCOc1ccc(NC(=O)c2ccc(NC(=O)COC(=O)Cc3ccccc3)cc2)cc1
    1	i	4	1	i	0	15	-16	-9
Cc1cc(C)cc(N2C(=O)NC(=O)/C(=C\c3cc(C)n(C)c3C)C2=O)c1
    4	i	6	0	i	3	12	9	-11

Later entries:
Values run as follows: NadD inh	Rpn11 block	CSN inh	MT1-MMP act inh	Neddylation inh	Rin1 Abl inh	SKN-1 inh	PABP1 MLLE inh	FAS-TE inh
C=CCN1C(=O)/C(=C/c2ccc(Br)s2)C(=O)NC1=S
    18	nt	37*	-30	i	-2	16	-66	3
N=C1c2ccccc2CN1NC(=O)c1ccc(F)cc1
    -3	i	-1	0	i	-3	11	-5	-9
COC(=O)[C@@H]1C[C@H]1[C@@H](NP(=O)(c1ccccc1)c1ccccc1)c1ccccc1
    0	i	-1	14	i	2	7	0	0
C=CC(=O)NCNC(=O)C=C
    4	i	-3	nt	i	-1	5	15	1
Oc1ccc2ccccc2c1CN1CC=C(c2ccccc2)CC1
    2	i	4	-2	i	-2	-8	8	-1
O=C(Nc1cccc(Cl)c1)N1C[C@H]2C[C@@H](C1)c1cccc(=O)n1C2
    -4	i	-1	0	i	2	6	8	-4
CCOC(=O)C1=C(C)OC(N)=C(C#N)C12C(=O)Nc1ccc(C)cc12 (centres undefined)
    -1	i	3	0	i	1	-7	-3	-8
CCC(=NCc1ccc(F)cc1)c1c(O)n(C)c(=O)n(C)c1=O
    5	i	-3	3	i	1	-2	1	-1
COc1ccc(CCNCc2ccccc2F)cc1OC
    -6	i	0	6	i	-1	-5	10	-3
Cc1cccc(-n2c(O)c(C=Nc3ccc(S(N)(=O)=O)cc3)c(=O)[nH]c2=O)c1
    -1	i	-6	-3	i	1	13	-2	-4

The results go on:
Values run as follows: NadD inh	Rpn11 block	CSN inh	MT1-MMP act inh	Neddylation inh	Rin1 Abl inh	SKN-1 inh	PABP1 MLLE inh	FAS-TE inh
Cc1ccc(CC(=O)N2CCN(Cc3ccccc3)CC2)cc1
    -2	i	0	0	i	-3	7	16	-6
O=C(O)[C@H]1NC[C@H]2C[C@H]21
    -1	i	4	1	i	1	0	-1	-4
COc1ccc(CCC(=O)N2CCC3(CC2)OCCO3)cc1
    -4	i	3	-5	i	-1	-4	0	-9
CCN1CCN(S(=O)(=O)c2cnc(Cl)c(Br)c2)CC1
    0	i	-11	-3	i	1	1	1	-7
CCSc1cc(C2C(C#N)=C(N)Oc3n[nH]c(C)c32)c(C)o1 (centres undefined)
    -6	i	3	0	i	1	1	4	-8
C[N+]12CCC(CC1)C(C(O)(c1cccc(Cl)c1)c1cccc(Cl)c1)C2 (centres undefined)
    -5	i	1	-5	i	-1	11	-114	3
COc1ccccc1CN1CCCC(C(=O)c2ccccc2SC)C1 (centres undefined)
    -6	i	1	0	i	-4	1	-21	-1
Cc1nc2ccccc2c(=O)n1-c1ccc(F)cc1
    -4	i	-5	0	i	-5	11	-4	-7
COC1=C[C@@H]2C3=C([C@@H]2C1=O)[C@@H](NC(C)=O)CCc1cc(OC)c(OC)c(OC)c13
    8	i	-6	4	i	-1	11	0	0
CC(=O)N1CCN(Cc2ccc(Cl)nc2)CC1
    -2	i	-3	0	i	3	14	4	-7

Next compounds:
Values run as follows: NadD inh	Rpn11 block	CSN inh	MT1-MMP act inh	Neddylation inh	Rin1 Abl inh	SKN-1 inh	PABP1 MLLE inh	FAS-TE inh
COC(=O)C1=C(c2ccc(Cl)c(C(F)(F)F)c2)C[C@@H]2CC[C@H]1N2C(=O)NCCNC(C)=O
    0	i	2	0	i	5	8	-4	-4
COc1ccccc1N=C1SCCCN1C
    13	i	-4	-4	i	-6	18	-113	-4
CC=C(C)C(=O)OC1CCN2CC=C(COC(=O)C(O)(C(C)OC)C(C)(C)O)C12 (centres undefined)
    -2	i	2	-1	i	4	12	2	2
Oc1cc(Cl)c(Cl)c(Cl)c1Cl
    -4	i	2	-1	i	3	3	-3	6
COc1ccc2c(c1)c(C(=O)CN1CCN(C)CC1)c(C)n2Cc1ccccc1
    8	i	2	1	i	-1	9	-25	-17
Clc1cccc(N2Cc3cc(-c4ccccc4)ccc3-n3nncc3C2)c1
    33*	i	69*	4	i	1	10	-71	27
Cc1cc(C)nc(-n2c(C)nc3cc(Cl)ccc3c2=O)c1
    0	i	5	8	i	5	3	-15	-6
CNCCc1c[nH]c2ccc(O)cc12
    3	i	-1	3	i	-3	1	2	-1
O=C(NCCCN1CCOCC1)C(Cl)(Cl)Cl
    0	i	-5	7	i	2	1	3	-8
CCC(=NCCN1CCOCC1)c1c(O)n(-c2ccccc2C)c(=O)[nH]c1=O
    0	i	1	-3	i	2	32	1	-5

(more compounds)
Values run as follows: NadD inh	Rpn11 block	CSN inh	MT1-MMP act inh	Neddylation inh	Rin1 Abl inh	SKN-1 inh	PABP1 MLLE inh	FAS-TE inh
COC(=O)C1=C(c2cc3ccccc3o2)C[C@@H]2CC[C@H]1N2C(=O)NCc1cccc2ccccc12
    8	i	1	1	i	2	3	-5	43
CCOc1cc2c(cc1OCC)-n1cccc1C(c1ccc(F)cc1)NC2 (centres undefined)
    -8	i	0	0	i	-2	9	2	4
O=c1[nH]c(=O)n(-c2ccc(Br)cc2)c(O)c1C=NC(CO)(CO)CO
    -2	i	3	1	i	6.0*	-8	2	-6
CC1CC2(O)c3nonc3CCC2N1O (centres undefined)
    4	i	-2	0	i	-3	-11	4	-9
O=c1[nH]c(=S)[nH]c(O)c1/C=C1/C=c2ccccc2=N1
    18	i	3	0	i	1	27	13	-2
COC(=O)CN1C(=O)CN=C(c2ccccc2Cl)c2cc(Br)ccc21
    -6	i	-1	-1	i	-1	15	-3	0
CC(C)CCn1c(N)c(C(=O)NCc2cccs2)c2nc3ccccc3nc21
    9	i	10	-22	nt	-1	2	-7	28
Cc1ccc2cc(C=C(C#N)C#N)c(Cl)nc2c1
    5	i	2	-20	i	-5	-5	53*	-4
CCOP(=O)(OCC)C(NC(=O)c1cccc(C)c1)C(Cl)(Cl)Cl (centres undefined)
    -3	i	3	0	i	1	4	-1	-3
CN(C)CCNC(=O)c1cccn(Cc2cc(C(F)(F)F)cc(C(F)(F)F)c2)c1=O
    -1	i	-2	1	i	1	1	0	-8

(cont.)
Values run as follows: NadD inh	Rpn11 block	CSN inh	MT1-MMP act inh	Neddylation inh	Rin1 Abl inh	SKN-1 inh	PABP1 MLLE inh	FAS-TE inh
CCCOP(=O)(OCCC)C(NC(=O)c1cc(OC)c(OC)c(OC)c1)c1ccccc1 (centres undefined)
    -1	+	-7	-1	i	4	3	9	4
Cn1c(=O)cc(OCC(=O)N2CCC3(CC2)OCCO3)c2ccccc21
    6	i	-4	5	i	-4	-15	13	-3
COC(=O)C1=C(c2ccc(F)cc2OCc2ccccc2)C[C@@H]2CC[C@H]1N2C(=O)NCc1ccc(OC)c(OC)c1
    -3	i	-3	-2	i	0	13	1	18
CN1C(=O)NC(=O)C(N=Nc2ccc(Cl)cc2)C1=O (centres undefined)
    0	i	-3	1	i	-1	7	2	-5
CCOc1ccc(C(C)=O)cc1Cc1c(O)[nH]c(=S)[nH]c1=O
    -3	i	3	0	i	-2	17	-94	-2
O=C1CC(=O)N(c2ccccc2)C(=O)N1c1ccccc1
    -1	i	12	-2	i	-1	7	-28	-1
CN1CCCN(C(=O)COc2ccc(Br)cc2)CC1
    -8	i	3	-1	i	1	0	-1	-6
CCC1(OC(=O)c2ccccc2)CC(C)N(C)CC1C (centres undefined)
    -2	i	-8	3	i	2	-1	6	-3
Cc1[nH]c2ccc(OCc3ccccc3)cc2c1CCN
    -8	i	-4	2	i	2	15	7	-6
O=[N+]([O-])c1ccc(N2CCNCC2)cc1N1CCCCCC1
    -4	i	6	-13	i	-14	7	-7	-11

Looked up above:
Result for `CN1C(=O)NC(=O)C(N=Nc2ccc(Cl)cc2)C1=O` (centres undefined) in SKN-1 inh: 7
Result for `CCOc1ccc(C(C)=O)cc1Cc1c(O)[nH]c(=S)[nH]c1=O` in NadD inh: -3
Result for `COC(=O)C1=C(c2ccc(F)cc2OCc2ccccc2)C[C@@H]2CC[C@H]1N2C(=O)NCc1ccc(OC)c(OC)c1` in MT1-MMP act inh: -2

A second format for part of the listing above.
SMILES	NadD inh	Rpn11 block	CSN inh	MT1-MMP act inh	Neddylation inh	Rin1 Abl inh	SKN-1 inh	PABP1 MLLE inh	FAS-TE inh
O=C1CC(=O)N(c2ccccc2)C(=O)N1c1ccccc1	-1	i	12	-2	i	-1	7	-28	-1
Cn1c(=O)cc(OCC(=O)N2CCC3(CC2)OCCO3)c2ccccc21	6	i	-4	5	i	-4	-15	13	-3
CN1CCCN(C(=O)COc2ccc(Br)cc2)CC1	-8	i	3	-1	i	1	0	-1	-6
O=[N+]([O-])c1ccc(N2CCNCC2)cc1N1CCCCCC1	-4	i	6	-13	i	-14	7	-7	-11
CCC1(OC(=O)c2ccccc2)CC(C)N(C)CC1C (centres undefined)	-2	i	-8	3	i	2	-1	6	-3

The results go on.
Values run as follows: NadD inh	Rpn11 block	CSN inh	MT1-MMP act inh	Neddylation inh	Rin1 Abl inh	SKN-1 inh	PABP1 MLLE inh	FAS-TE inh
c1ccc2c(CN3CCOCC3)c[nH]c2c1
    11	i	-2	0	i	-2	9	-6	-2
COc1ccc(N/N=C/c2c(O)n(-c3cccc(C)c3)c(=O)[nH]c2=O)cc1
    8	i	5	-10	i	-6	-1	11	-5
Cc1cc(C)n2c(Br)c(CN3CC4CC(C3)c3cccc(=O)n3C4)nc2n1 (centres undefined)
    1	i	2	-2	i	2	18	8	-4
C=CCN1C(=O)NC(=O)/C(=C/c2ccoc2)C1=O
    5	i	17	-43	i	1	24	29	-8
